KB-V1 MDR tox – kills drug-selected multidrug resistant KB-V1 cells. Potency, µM (top dose mostly 46.1 µM), without a hit: at the top dose activity change, negative = cytotoxicity, usual class: cytotoxic. KB-V1 MDR cells viability, CellTiter-Glo, 72 h. 400,000 tested, 3.4% active; further: on the % scale 0 is the no-effect control and ±100 the full control effect; nearly all actives have a fitted effect of over 60% in size
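KB-V1 cells (P-gp-expressing MDR subline of KB-3-1) in phenol-red-free DMEM with 10% FBS were exposed to library compounds over a concentration series for 72 h at 37 degrees C. Viability read by CellTiter-Glo luminescence; concentration-effect curves fitted after normalization.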
TDP-43 yeast inh – inhibitors of TDP-43 toxicity in yeast; TDP-43 expressing yeast growth rescue, BacTiter-Glo, 24 h; Potency, µM (highest dose often 46.1 µM), without a hit: at the highest dose growth rescue (activation), usual class: activators; 410,000 tested, 1.8% active; further: % of control where 0% means no effect; nearly all actives have a fitted effect of over 50% in size
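In this qHTS, compounds that restore growth of yeast expressing TDP-43 appear as activators. Cells (OD600=0.02, galactose medium, raffinose-pregrown) are incubated with compound 24 hr at 30 deg C and growth is quantified by BacTiter-Glo.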
HT1080 IDH1KD tx – kills HT-1080 cells with IDH1 knockdown | Potency, µM (highest dose often 46.1 µM), without a hit: at the highest dose activity, negative = toxicity, hits mostly cytotoxic | HT-1080 IDH1 knockdown viability, ATP luminescence, 48 h | 360,000 tested, 2% active;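 further: 0% = DMSO wells and -100% = cell-free medium wells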
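Using the IDH1-knockdown HT-1080 line run in the same batch and compound series as the NT line, viability after 48 h at 37 °C was determined by CellTiter-Glo luminescence and expressed as % activity.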
SW480 rereplic – induces DNA re-replication in SW480 colon adenocarcinoma cells. Potency, µM (doses to about 46.1 µM), for inactives: at the highest dose re-replication activation, usual class: activators. 340,000 tested, 1.8% active. SW480 DNA re-replication, Hoechst DNA content imaging, 48 h; further: % of control where 0% means no effect; nearly all actives have a fitted effect of over 55% in size
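Cells (250 per well) received 23 nL compound or DMSO by pin tool and were kept 48 hr at 37 C, 5% CO2. Nuclei were then stained with Hoechst for 40 min and scanned for DNA content.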
GLP1R inv ag – acts as inverse agonist at human GLP-1 receptor; Potency, µM (series often up to 38.3 µM), inactives show at the top dose activity change, negative = inhibition, usual class: inhibitors; HEK293 GLP-1R CRE-luciferase, luminescence, 24 h; GLP-1R form is constitutively active; 410,000 tested, 1.6% active; P43220; further: on the % scale 0 is the no-effect control and ±100 the full control effect; nearly all actives have a fitted effect of over 55% in size
Target sequence (P43220 whole entry, looked up): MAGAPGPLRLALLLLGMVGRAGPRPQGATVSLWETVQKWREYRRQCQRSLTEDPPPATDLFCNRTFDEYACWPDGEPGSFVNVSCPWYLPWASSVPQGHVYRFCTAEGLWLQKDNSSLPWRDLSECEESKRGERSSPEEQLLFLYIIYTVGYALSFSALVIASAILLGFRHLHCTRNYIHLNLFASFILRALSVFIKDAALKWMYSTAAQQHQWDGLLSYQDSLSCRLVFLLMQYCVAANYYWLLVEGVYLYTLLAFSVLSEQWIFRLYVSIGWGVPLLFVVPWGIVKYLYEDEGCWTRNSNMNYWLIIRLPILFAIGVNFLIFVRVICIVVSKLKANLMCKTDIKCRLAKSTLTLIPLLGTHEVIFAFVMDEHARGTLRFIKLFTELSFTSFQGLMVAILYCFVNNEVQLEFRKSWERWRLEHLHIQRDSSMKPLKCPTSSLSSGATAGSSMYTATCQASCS
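Cells are plated, allowed 12 hours at 37 deg C, then treated with compounds for 24 hr before luciferase detection reagent is added and luminescence is read after 12 min at room temperature. The HEK293 line carries constitutively active GLP-1R with a cAMP-responsive reporter.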
GLP1R ag – agonists of human GLP-1 receptor | P43220 | HEK293 GLP-1R CRE-luciferase, luminescence, 4-6 h; cells express a hypersensitive GLP-1R form | Potency, µM (doses to about 45.6 µM), for the others: top-dose activation, actives largely listed as activators | 380,000 tested, 0.007% active | AID 624172; further: % of control where 0% means no effect
HT1080NT lethal – kills 2HG-producing HT-1080-NT fibrosarcoma cells | HT-1080-NT fibrosarcoma viability, CellTiter-Glo ATP luminescence, 48 h | Potency, µM (doses to about 46.1 µM), for the others: at the top dose activity, negative = less viability, hits mostly cytotoxic | 360,000 tested, 1.6% active;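 further: NT is the 2HG producing partner of a matched IDH1 knockdown line; 0% = DMSO-treated cells and -100% = media-only wells without cells; nearly all actives have a fitted effect of over 55% in size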
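Toxicity toward the 2HG-producing NT line was scored as %Activity, normalised to DMSO and no-cell wells, from CellTiter-Glo luminescence after 48 hours' treatment.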
KB-3-1 tox – kills parental KB-3-1 adenocarcinoma cells; 400,000 tested, 1.4% active; Potency, µM (doses to about 46.1 µM), inactives show at the top dose activity change, negative = cytotoxic, most hits filed as cytotoxic; KB-3-1 viability, CellTiter-Glo ATP luminescence, 72 h; further: on the % scale 0 is the no-effect control and ±100 the full control effect; nearly all actives have a fitted effect of over 60% in size
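Screening of KB-3-1 cells (DMEM, 10% FBS, phenol-red free) ran from lowest to highest compound concentration; after 72 h at 37 °C viability was read luminescently and curves fitted.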
GLP1R cytotox – cytotoxicity counter-screen for GLP-1 receptor inverse agonists; HEK293 cAMP-luciferase reporter cells, luminescence, 24 h; Potency, µM (titrated, usually from 38.3 µM), for inactives: top-dose activity change, negative = inhibition, usual class: inhibitors; 410,000 tested, 0.13% active; AID 624418;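 further: loss of luciferase light is scored as toxicity; on the % scale 0 is the no-effect control and ±100 the full control effect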
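Compound-treated cells are incubated 24 hr at 37 deg C under 5% CO2 after a 12 hour attachment period, then luciferase detection reagent is added and luminescence is measured following 12 min at room temperature; lowered signal indicates toxicity.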
Active calls of the source: *; ? = inconclusive; · = not tested or not shown; [ ] = another dose, or the depositor's remark. The call rests on the fitted dose curve; in most records, active means well fitted curve in the direction sought with a large enough effect; inconclusive means small, poorly fitted or top-dose-only effect, or another doubt; inactive means no such curve, though single readings can be large; an effect the other way counts as inactive or inconclusive. Potency means the concentration at half of the fitted maximal effect. Compounds were not picked by outcome (roughly 9.4% active in at least one column).

SMILES	KB-V1 MDR tox	TDP-43 yeast inh	HT1080 IDH1KD tx	SW480 rereplic	GLP1R inv ag	GLP1R ag	HT1080NT lethal	KB-3-1 tox	GLP1R cytotox
O=C(NNC(=S)NC(=O)c1cccnc1)c1ccccc1	-24%	7%	-29%	14%	-14%	-3%	-3%	-4%	-16%
Cc1cccc(OCC(=O)Nc2ccc3c(c2)nc(CCNC(=O)c2ccco2)n3C)c1	-7%	15%	·	·	7%	·	·	-10%	-4%
CC1CC1c1ccc(/C=C(\C#N)C(=O)Nc2ccccc2Cl)o1 (stereo not given)	?	11µM*	11%	4%	-23%	3%	6%	3%	-6%
COC(=O)[C@H](Cc1ccccc1)NC(=O)NCc1ccc(C)cc1	3%	6%	-5%	-18%	-9%	7%	-10%	4%	0%
CCc1nc2ccc(C(=O)N3CCN(C)CC3)cn2c1N(C)CCC(C)C	?	0%	15%	·	-2%	3%	4%	4%	2%
CCC(=O)N1Cc2cc(C(=O)Nc3nccs3)nc(-c3cccc(-c4ccccc4OC)c3)c2[C@H]1CCO	?	21%	?	·	?	-1%	?	-18%	-19%
CCCCC(=O)Nc1cc2nn(-c3ccc(OC)cc3)nc2cc1C	3%	-22%	16%	22%	0%	-4%	16%	-9%	2%
CCN1CCN(C(=O)c2ccc3c(=O)n(Cc4ccccc4OC)c(=S)[nH]c3c2)CC1	3%	-25%	0%	-1%	-11%	-1%	-7%	-6%	5%
COC(=O)c1ccc(OC(=O)CN2C(=O)c3ccccc3C2=O)cc1	18%	6%	0%	-2%	11%	-2%	8%	0%	2%
CSCCC(NC(=O)OCc1ccccc1)NC(=O)OCc1ccccc1	2%	7%	3%	·	-15%	-1%	20%	0%	2%
CCC(C)NC(=O)c1cc(-c2ccc(OC)cc2)on1 (stereo not given)	-10%	-7%	-5%	-1%	0%	-16%	-14%	-4%	-21%
O=C(CNC1C(=O)Nc2ccccc21)Sc1ccccc1 (stereo not given)	-5%	12%	17%	-8%	?	-14%	22%	20%	-1%
CCc1cc(-c2n[nH]c(=S)n2Cc2ccccc2)cs1	21µM*	?	10%	-1%	?	0%	8%	-8%	-13%
CCOC(=O)N1CCN(C(=O)c2ccc(Oc3ccc([N+](=O)[O-])cc3)cc2)CC1	7.3µM*	?	-18%	3%	8%	8%	-1%	2%	13%
CC(OC(=O)C1CC(=O)N(Cc2ccccc2)C1)C(=O)Nc1ccccc1[N+](=O)[O-] (stereo not given)	-3%	18%	0%	-5%	8%	9%	4%	3%	8%
CCOC(=O)c1ccc(NC(=O)CN2C(=O)NC3(CCC(C)CC3)C2=O)cc1 (stereo not given)	-24%	-8%	?	13%	?	6%	-29%	4%	0%
Cn1c(=S)n(CCC(=O)O)c2ccccc21	17%	-14%	3%	2%	6%	1%	5%	3%	6%
CCn1c(NCc2ccc3c(c2)OCO3)nc2ccccc21	-26%	-8%	-23%	1%	2%	11%	-17%	-16%	13%
COCCN1CC(C(=O)NCc2ccccc2-n2ccnc2C)CCC1=O (stereo not given)	3%	-9%	0%	-3%	16%	1%	2%	9%	13%
Cc1cccc(S(=O)(=O)N(C)C[C@H]2OCc3cn(nn3)CCCC(=O)N([C@@H](C)CO)C[C@@H]2C)c1	14%	0%	0%	·	7%	-5%	0%	2%	6%
CC(C)(C)Nc1nc(SCC(=O)Nc2ccccc2)nc(N2CCOCC2)n1	?	24%	-2%	-4%	4%[0.307 µM]	-1%	-6%	0%	18%[0.307 µM]
NC(=O)c1ccc(-c2noc(-c3cccc(Cl)c3)n2)cc1	0%	·	·	-5%	·	17%	·	10%	·
COc1ccc(CCNC(=O)C2CC2)cc1	18%	-11%	15%	-44%[inhibitor]	-3%	8%	?	0%	18%
O=C(Cc1ccc(NC(=O)N2CCCCc3ccccc32)cc1)NCc1ccccc1	-11%	24%	·	·	?	0%	·	0%	-15%
COc1ccc2[nH]c(=O)c(CN(c3ccccc3)S(=O)(=O)c3ccccc3)cc2c1	·	10%	13%	?	0%	0%	1%	·	-5%
O=C(Nc1c2c(nn1-c1ccc([N+](=O)[O-])cc1)CS(=O)(=O)C2)c1cccs1	6%	7%	-29%	-4%	9%	1%	-24%	2%	-20%
c1ccc2oc(-c3csc(NCC4CCCO4)n3)cc2c1 (stereo not given)	?	11µM*	4%	-2%	5%[0.307 µM]	-1%	-14%	-11%	14%[0.307 µM]
CC1CCCC(C)N1C(=O)COC(=O)c1ccc(O)cc1 (stereo not given)	-5%	-14%	12%	-8%	1%	0%	1%	1%	-13%
O=C(c1cc2ncccn2n1)N1CCc2c([nH]c3ccccc23)C1c1ccccc1F (stereo not given)	-4%	?	-26%	-14%	?	15%	-12%	0%	7%
CCc1ccc(NC(=O)NCC2CCN(Cc3cccc(Cl)c3)CC2)cc1	-4%	24%	-7%	?	13µM*	-8%	?	?	-18%

Compound profiles, as listed above. Order of screens: KB-V1 MDR tox | TDP-43 yeast inh | HT1080 IDH1KD tx | SW480 rereplic | GLP1R inv ag | GLP1R ag | HT1080NT lethal | KB-3-1 tox | GLP1R cytotox
Entry for `O=C(Nc1c2c(nn1-c1ccc([N+](=O)[O-])cc1)CS(=O)(=O)C2)c1cccs1` : 6% | 7% | -29% | -4% | 9% | 1% | -24% | 2% | -20%
Entry for `O=C(c1cc2ncccn2n1)N1CCc2c([nH]c3ccccc23)C1c1ccccc1F` (stereo not given) : -4% | ? | -26% | -14% | ? | 15% | -12% | 0% | 7%
Entry for `CC1CCCC(C)N1C(=O)COC(=O)c1ccc(O)cc1` (stereo not given) : -5% | -14% | 12% | -8% | 1% | 0% | 1% | 1% | -13%
Entry for `c1ccc2oc(-c3csc(NCC4CCCO4)n3)cc2c1` (stereo not given) : ? | 11µM* | 4% | -2% | 5%[0.307 µM] | -1% | -14% | -11% | 14%[0.307 µM]

(cont.)
SMILES	KB-V1 MDR tox	TDP-43 yeast inh	HT1080 IDH1KD tx	SW480 rereplic	GLP1R inv ag	GLP1R ag	HT1080NT lethal	KB-3-1 tox	GLP1R cytotox
CCCOc1ccc2ccccc2c1/C=C1\SC(=O)NC1=O	21%	16%	-9%	-6%	?	-3%	-1%	-13%	-10%
Cc1ccc2nc(-c3ccc(S(=O)(=O)N4CCCCC4)cc3)cn2c1	1%	5%	5%	-38%[inhibitor]	66%[activator]	14%	16%	-2%	-2%
CCn1c(=NC(=O)c2ccc(S(=O)(=O)N3CCCCC3)cc2)sc2cccc(OC)c21	-15%	-24%	·	·	3%	1%	·	-5%	3%
Cc1nn(CC(=O)Nc2cccc(O)c2)c(=O)c2ccccc12	-1%	24%	11%	·	12%	-3%	0%	-23%	14%
CCCCn1c(N)c(N(CCC(C)C)C(=O)C(C)N2C(=O)c3ccccc3C2=O)c(=O)[nH]c1=O (stereo not given)	-2%	-2%	5%	?	1%	7%	3%	3%	-1%
COc1ccc(/C=C(/NC(=O)c2ccccc2Cl)C(=O)NCCCC(=O)O)cc1	-1%	-2%	11%	-10%	9%	-1%	10%	-6%	2%
CCc1cc(-c2n[nH]c(C)c2-c2nc3ccccc3n2C)c(O)c(CN2CCN(C)CC2)c1O	-21%	-16%	?	0%	3%	-1%	?	-5%	-4%
CN1C(=O)Cc2cc(S(=O)(=O)NCc3ccccc3Cl)ccc21	-5%	-1%	·	·	9%	·	·	-3%	0%
OCCCNc1ncnc2[nH]ncc12	-5%	4%	3%	-3%	23%	7%	3%	5%	3%
O=C(NCCc1ccccc1)c1ccco1	8%	11%	18%	3%	25%	-8%	17%	-5%	4%
O=C(/C=C/c1cccc(F)c1)OCC(=O)N1CCc2ccccc21	?	22%	0%	-16%	-6%	-5%	2%	3%	0%
Cc1cccc(C)c1NC(=O)C1(N2CCN(C(=O)c3ccco3)CC2)CCCCC1	?	29%	7%	-4%	0%	-2%	23%	12%	0%
Cc1[nH]c2ccccc2c1/C=N/NC(=O)CCC(=O)NCc1ccccc1	16%	-5%	-17%	?	-32%	-3%	-12%	-2%	-20%
O=C(Cn1cc(C(F)(F)F)cc(Cl)c1=O)NCCc1ccc(Cl)cc1Cl	-5%	-9%	-4%	?	3%	-1%	12%	-16%	11%
Cc1cccc(Nc2nnc(-c3ccc(C)c(S(=O)(=O)N4CCOCC4)c3)c3ccccc23)c1	-22%	1%	·	·	37%[activator]	·	·	13%	1%
COC(=O)C1=C(N)Oc2cc(C)n(CC3CCCO3)c(=O)c2C1c1ccc(Cl)cc1 (stereo not given)	-9%	-7%	0%	5%	?	-16%	1%	-5%	-8%
COCCCN1C(=O)C(=O)/C(=C(/O)c2ccc(OC(C)C)c(C)c2)C1c1ccncc1 (stereo not given)	9%	10%	9%	-1%	8%	-3%	11%	7%	18%

Nothing new here: 4 of the compounds above.
SMILES	KB-V1 MDR tox	TDP-43 yeast inh	HT1080 IDH1KD tx	SW480 rereplic	GLP1R inv ag	GLP1R ag	HT1080NT lethal	KB-3-1 tox	GLP1R cytotox
O=C(Cn1cc(C(F)(F)F)cc(Cl)c1=O)NCCc1ccc(Cl)cc1Cl	-5%	-9%	-4%	?	3%	-1%	12%	-16%	11%
Cc1cccc(Nc2nnc(-c3ccc(C)c(S(=O)(=O)N4CCOCC4)c3)c3ccccc23)c1	-22%	1%	·	·	37%[activator]	·	·	13%	1%
COC(=O)C1=C(N)Oc2cc(C)n(CC3CCCO3)c(=O)c2C1c1ccc(Cl)cc1 (stereo not given)	-9%	-7%	0%	5%	?	-16%	1%	-5%	-8%
COCCCN1C(=O)C(=O)/C(=C(/O)c2ccc(OC(C)C)c(C)c2)C1c1ccncc1 (stereo not given)	9%	10%	9%	-1%	8%	-3%	11%	7%	18%

High-throughput results: PubChem BioAssay, National Center for Advancing Translational Sciences (NCATS)
